M. tuberculosis HTS = M. tuberculosis growth inhibition, HTS (AID 449762). M. tuberculosis H37Rv growth inhibition, 7H9 media; higher % means a stronger effect. inhibition, % at 25 µM; hits with a dose series show IC50 in µM. actives 0.59% (n = 330,000); in the data active = a potency from the dose series; inconclusive = inhibition above about 70% without an active follow-up result;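 also: bacterial growth assessed after seven days of incubation; strong numbers were not always called active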
H1N1 NS1A inhibition = NS1A inhibition, H1N1 influenza, cell based functional assay (AID 504329); actives 0.3% (n = 340,000); NS1A functional cell-based assay, percent inhibition; higher % means a stronger effect; inhibition, % at 12.5 µM; hits with a dose series show IC50 in µM; in the data active = a potency from the dose series; inconclusive = inhibition above about 27% without an active follow-up result; also: strong numbers were not always called active
VEEV TC-83 Vero = inhibitors of VEEV TC-83 cytopathic effect, confirmation, Vero cells (AID 588727). inhibition, % at 20 µM; hits with a dose series show IC50 in µM. Vero cells, VEEV TC-83 cytopathic effect inhibition; higher % means a stronger effect. actives 0.13% (n = 350,000); in the data active = a potency from the dose series; inconclusive = inhibition mostly from about 14% at the one dose, without a potency; inactive = the rest, 99 in 100 with inhibition below about 12%; also: strong numbers were not always called active
Salmonella PhoP GFP = Inhibition of PhoP regulon, Salmonella typhi GFP reporter cells, confirmation, 4 h (AID 1850); Salmonella Typhi PhoP-promoter GFP reporter, fluorescence, 4 h; higher % means a stronger effect; inhibition, % at 50 µM; hits with a dose series show IC50 in µM; actives 0.33% (n = 310,000); in the data active = a potency from the dose series; inconclusive = inhibition mostly from about 25% at the one dose, without a potency; inactive = the rest, 99 in 100 with inhibition below about 19%;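 also: 0% = induced wells with vehicle and 100% = uninduced wells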
tuberculosis growth = growth inhibition of non-replicating M. tuberculosis (AID 488890). Mycobacterium tuberculosis non-replicating, growth inhibition; higher % means a stronger effect. inhibition, % at 25 µM, or IC50 in µM where a hit was titrated. actives 0.39% (n = 320,000); in the data active = a potency from the dose series; inconclusive = inhibition mostly from about 82% at the one dose, without a potency; inactive = the rest, 99 in 100 with inhibition below about 76%;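 also: plate controls were DMSO cells for no effect and high antibiotic wells for full effect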
VEEV TC-83 Vero 10K pilot screen = recorded beside VEEV TC-83 Vero, whose call it bears; inhibition, %; measured here: 10K pilot screen inhibition
Active calls of the source: *; & = joins results of further samples.

Results for CC1CCCCN1C(=O)CSc1nnc2c(n1)[nH]c1ccccc12 (configuration not stated) ?
M. tuberculosis HTS: 2%; H1N1 NS1A inhibition: 1%; VEEV TC-83 Vero: 1.7%; Salmonella PhoP GFP: 10%; tuberculosis growth: -13%

What do the screens show for `CS(=O)(=O)N1CCCC(C(=O)NCc2ccco2)C1` (configuration not stated)?
M. tuberculosis HTS: -13%; H1N1 NS1A inhibition: 8%; VEEV TC-83 Vero: 0.3%; Salmonella PhoP GFP: 10%; tuberculosis growth: -7%

How did O=C1c2cccc3cccc(c23)C(=O)N1Cc1ccco1 do in these assays?
M. tuberculosis HTS: -3%; H1N1 NS1A inhibition: -3%; VEEV TC-83 Vero: 0.3%; Salmonella PhoP GFP: -3%; tuberculosis growth: -15%

How did O=C(CCC(=O)N1CCOc2ccccc21)NC1CCCCCC1 do in these assays?
M. tuberculosis HTS: -2%; H1N1 NS1A inhibition: 22%; VEEV TC-83 Vero: 0.6%; Salmonella PhoP GFP: -7%; tuberculosis growth: -4%

What do the screens show for `Cc1ccc(Cn2nnc3c(=O)[nH]c(C4CCCN(C(=O)c5ccco5)C4)nc32)cc1` (configuration not stated)?
M. tuberculosis HTS: -7%; H1N1 NS1A inhibition: -2%; VEEV TC-83 Vero: 2.9%; Salmonella PhoP GFP: -3%; tuberculosis growth: 11%

How did CC[C@]1(C(=O)OC)[C@H]2C(=O)N(Cc3ccccc3)C(=O)[C@H]2[C@H]2CN=C(SCC(=O)c3ccccc3)N21 do in these assays?
H1N1 NS1A inhibition: -9%; VEEV TC-83 Vero: inactive

Results for O=C1N=C2SCCN2/C1=C\c1ccccc1Cl ?
M. tuberculosis HTS: -6%; H1N1 NS1A inhibition: 2%; VEEV TC-83 Vero: 1.5%; Salmonella PhoP GFP: 7%; tuberculosis growth: 25%

What do the screens show for `C#CCNC(=O)C1CCN(c2cc(C)nc(-c3ccccc3)n2)CC1`?
M. tuberculosis HTS: -2%; H1N1 NS1A inhibition: -7%; VEEV TC-83 Vero: 1.3%; Salmonella PhoP GFP: -12%; tuberculosis growth: -20%

What do the screens show for `O=[N+]([O-])c1ccc(Cc2cncc(O)c2)cc1`?
M. tuberculosis HTS: 17%; H1N1 NS1A inhibition: -6%; VEEV TC-83 Vero: inactive; Salmonella PhoP GFP: 0%; tuberculosis growth: -5%

Results for O/N=C1\CC/C(=N\O)c2nn(-c3ccccc3Cl)nc21 ?
M. tuberculosis HTS: -7%; H1N1 NS1A inhibition: -2%; VEEV TC-83 Vero: 2.7%; Salmonella PhoP GFP: -5%; tuberculosis growth: 3%

What do the screens show for `c1ccc(-c2cc3c(nn2)CCc2nonc2-3)cc1`?
M. tuberculosis HTS: 3%; H1N1 NS1A inhibition: 0%; VEEV TC-83 Vero: 0.1%; Salmonella PhoP GFP: 8%; tuberculosis growth: -1%

How did COC(=O)c1ccc(Oc2ccc(C(F)(F)F)cn2)cc1 do in these assays?
M. tuberculosis HTS: 2%; H1N1 NS1A inhibition: -4%; VEEV TC-83 Vero: inactive; Salmonella PhoP GFP: -7%; tuberculosis growth: 2%

Results for Cc1cc(NS(=O)(=O)c2ccc(NC(=O)c3ccco3)cc2)nc(C)n1 ?
M. tuberculosis HTS: 2%; H1N1 NS1A inhibition: -3%; VEEV TC-83 Vero: 0.2%; Salmonella PhoP GFP: 0%; tuberculosis growth: 23%

What do the screens show for `CCOc1cc(C(=O)N(CC)CC(=O)Nc2c(F)cccc2F)ccc1OCC(=O)N1CCCCC1`?
M. tuberculosis HTS: -3%; H1N1 NS1A inhibition: -9%; VEEV TC-83 Vero: 1.2%; Salmonella PhoP GFP: -4%; tuberculosis growth: -7%

Results for Cc1[nH]c2c(C)cccc2c1CC(=O)O ?
M. tuberculosis HTS: 4%; H1N1 NS1A inhibition: -3%; VEEV TC-83 Vero: 1.5%; Salmonella PhoP GFP: -8%; tuberculosis growth: 4%

Results for c1csc(CNc2ncnc3ccc(-c4ccoc4)cc23)c1 ?
M. tuberculosis HTS: 29%; H1N1 NS1A inhibition: 1%; VEEV TC-83 Vero: 11%; tuberculosis growth: 28%

Results for CCOC(=O)CN1C(=O)C(=O)N(Cc2ccccc2F)C1=O ?
M. tuberculosis HTS: 7%; H1N1 NS1A inhibition: 13%; VEEV TC-83 Vero: 0.5%; Salmonella PhoP GFP: 3%; tuberculosis growth: -21%

What do the screens show for `CCOc1ccccc1N(CC(=O)OC)S(C)(=O)=O`?
M. tuberculosis HTS: -4%; H1N1 NS1A inhibition: 1%; VEEV TC-83 Vero: inactive; Salmonella PhoP GFP: -7%; tuberculosis growth: -23%

How did Cc1c(Cl)cccc1NC(=O)CN(C1CCCCC1)S(C)(=O)=O do in these assays?
M. tuberculosis HTS: -1%; H1N1 NS1A inhibition: 6%; VEEV TC-83 Vero: 1.7%; Salmonella PhoP GFP: -11%; tuberculosis growth: 24%

Results for O=C(C[C@H]1C/C=C\CC[C@@H](Cc2ccc(F)cc2)C(=O)OC[C@H]2CCCN2C1=O)N[C@@H](CO)Cc1ccccc1 ?
M. tuberculosis HTS: 8%; H1N1 NS1A inhibition: -4%; VEEV TC-83 Vero: 0.3%; tuberculosis growth: -6%

How did COc1ccc(CN(CC(=O)NCC2CCCO2)C(=O)CNS(=O)(=O)c2ccc(C)cc2)cc1 (configuration not stated) do in these assays?
M. tuberculosis HTS: 3%; H1N1 NS1A inhibition: -4%; VEEV TC-83 Vero: 0.7%; Salmonella PhoP GFP: -12%; tuberculosis growth: 12%

Results for COCC(=O)Nc1sc2c(c1C(=O)OC)CCCC2 ?
M. tuberculosis HTS: -8%; H1N1 NS1A inhibition: -12%; VEEV TC-83 Vero: inactive; Salmonella PhoP GFP: 5%; tuberculosis growth: 40%

Results for CCN1CCN(c2nc(N)c([N+](=O)[O-])c(Nc3ccc(C)cc3)n2)CC1 ?
M. tuberculosis HTS: 2%; H1N1 NS1A inhibition: 2%; VEEV TC-83 Vero: 0.9%; Salmonella PhoP GFP: -7%; tuberculosis growth: 36%

How did C=CCNC(=O)CSc1nnc(-c2ccccc2Br)n1-c1cccc(C(F)(F)F)c1 do in these assays?
M. tuberculosis HTS: -2%; H1N1 NS1A inhibition: -7%; VEEV TC-83 Vero: 1.9%; Salmonella PhoP GFP: 3%; tuberculosis growth: 12%

3 records drawn at random from the list so far:
Results for O=C(C[C@H]1C/C=C\CC[C@@H](Cc2ccc(F)cc2)C(=O)OC[C@H]2CCCN2C1=O)N[C@@H](CO)Cc1ccccc1 ?
M. tuberculosis HTS: 8%; H1N1 NS1A inhibition: -4%; VEEV TC-83 Vero: 0.3%; tuberculosis growth: -6%

What do the screens show for `CCOc1ccccc1N(CC(=O)OC)S(C)(=O)=O`?
M. tuberculosis HTS: -4%; H1N1 NS1A inhibition: 1%; VEEV TC-83 Vero: inactive; Salmonella PhoP GFP: -7%; tuberculosis growth: -23%

Results for COCC(=O)Nc1sc2c(c1C(=O)OC)CCCC2 ?
M. tuberculosis HTS: -8%; H1N1 NS1A inhibition: -12%; VEEV TC-83 Vero: inactive; Salmonella PhoP GFP: 5%; tuberculosis growth: 40%

Further entries:
Results for CC(NC(=O)COC(=O)c1ccc(OCC2CCCO2)cc1)c1ccccc1Cl (configuration not stated) ?
M. tuberculosis HTS: 1%; H1N1 NS1A inhibition: -1%; VEEV TC-83 Vero: 4.9%; tuberculosis growth: 38%

Results for Cc1ccccc1CC1(CO)CCCN(Cc2cn[nH]c2-c2ccccc2)C1 (configuration not stated) ?
M. tuberculosis HTS: 9%; H1N1 NS1A inhibition: -19%; VEEV TC-83 Vero: inactive; Salmonella PhoP GFP: -8%; tuberculosis growth: 22%

How did COc1ccc(OC)c(-c2csc(NC(=O)CSc3ccccc3)n2)c1 do in these assays?
M. tuberculosis HTS: -4%; H1N1 NS1A inhibition: 1%; VEEV TC-83 Vero: 7.6%; Salmonella PhoP GFP: -7%; tuberculosis growth: 17%

What do the screens show for `CC(=O)Nc1nnc(C2=COCCO2)o1`?
M. tuberculosis HTS: -4%; H1N1 NS1A inhibition: 11%; VEEV TC-83 Vero: 0.3%; Salmonella PhoP GFP: 5%; tuberculosis growth: 3%

Results for COc1cc(OC)cc(C(=O)Nc2nc(-c3ccccc3)c(-c3ccccc3)o2)c1 ?
M. tuberculosis HTS: inconclusive; H1N1 NS1A inhibition: 0%; VEEV TC-83 Vero: inactive; Salmonella PhoP GFP: -6%; tuberculosis growth: inconclusive; VEEV TC-83 Vero 10K pilot screen: 2.8

How did Cc1nnc(SCC(=O)N2c3ccccc3C(C)(c3ccc(Cl)cc3)CC2(C)C)s1 (configuration not stated) do in these assays?
M. tuberculosis HTS: -1%; H1N1 NS1A inhibition: -4%; VEEV TC-83 Vero: 6.1%; Salmonella PhoP GFP: -4%; tuberculosis growth: 51%

Results for COc1ccc(NC(=O)CSCc2cc(=O)n3cc(C)sc3n2)cc1 ?
M. tuberculosis HTS: 5%; H1N1 NS1A inhibition: 9%; VEEV TC-83 Vero: inactive; Salmonella PhoP GFP: -6%; tuberculosis growth: 1%

How did O=S(=O)(Nc1ccc2c(c1)OCCO2)c1cccc2cccnc12 do in these assays?
M. tuberculosis HTS: 6%; H1N1 NS1A inhibition: 6%; VEEV TC-83 Vero: inactive; Salmonella PhoP GFP: -7%; tuberculosis growth: 7%

What do the screens show for `CC(=O)Nc1ccc(NC(=O)CSc2ncnn2-c2ccccc2)cc1`?
M. tuberculosis HTS: -7%; H1N1 NS1A inhibition: 2%; VEEV TC-83 Vero: 1.0%; Salmonella PhoP GFP: 2%; tuberculosis growth: 1%

What do the screens show for `Cc1cc(-c2ccccc2)c(C#N)c(SCC(N)=O)n1`?
M. tuberculosis HTS: 9%; H1N1 NS1A inhibition: -3%; VEEV TC-83 Vero: 1.5%; Salmonella PhoP GFP: -12%; tuberculosis growth: -5%

How did CCN(C[C@H]1N[C@@](Cc2ccccc2)(C(=O)OC)[C@H]2C(=O)N(C)C(=O)[C@@H]12)C(C)=O do in these assays?
M. tuberculosis HTS: -4%; H1N1 NS1A inhibition: 0%; VEEV TC-83 Vero: 1.4%; tuberculosis growth: 2%

How did O=C(Nc1cccc(Cl)c1)c1cc([N+](=O)[O-])ccc1N1CCN(CCO)CC1 do in these assays?
M. tuberculosis HTS: 5%; H1N1 NS1A inhibition: -1%; VEEV TC-83 Vero: inactive; Salmonella PhoP GFP: 1%; tuberculosis growth: 9%

How did CN1CCc2cc3c(c4c2C1Cc1ccccc1-4)OCO3 (configuration not stated) do in these assays?
M. tuberculosis HTS: 1.7µM*; H1N1 NS1A inhibition: -1%; VEEV TC-83 Vero: 2.3%; Salmonella PhoP GFP: 3%; tuberculosis growth: inconclusive

How did CCOc1ccc(N2CC(O)Cn3c2nc2c3c(=O)n(CCCc3ccccc3)c(=O)n2C)cc1 (configuration not stated) do in these assays?
M. tuberculosis HTS: -7%; H1N1 NS1A inhibition: -1%; VEEV TC-83 Vero: 8.1%; Salmonella PhoP GFP: -4%&-1%; tuberculosis growth: 4%

Results for COc1cc(Cl)c(S(=O)(=O)NCCCn2ccnc2)cc1Cl ?
M. tuberculosis HTS: -5%; H1N1 NS1A inhibition: 0%; VEEV TC-83 Vero: inactive; Salmonella PhoP GFP: 1%; tuberculosis growth: 7%

What do the screens show for `Cc1cc(-c2nnc(-c3cccc(C(F)(F)F)c3)o2)no1`?
M. tuberculosis HTS: -4%; H1N1 NS1A inhibition: -5%; VEEV TC-83 Vero: inactive; Salmonella PhoP GFP: 0%; tuberculosis growth: 68%

Results for C/C(=N\NC(=O)c1cccnc1)c1cccc([N+](=O)[O-])c1 ?
M. tuberculosis HTS: -2%; H1N1 NS1A inhibition: 1%; VEEV TC-83 Vero: 1.4%; Salmonella PhoP GFP: -10%; tuberculosis growth: 2%

What do the screens show for `O=C(c1cc(S(=O)(=O)N2CCCCC2)ccc1Cl)N1CCOCC1`?
M. tuberculosis HTS: -4%; H1N1 NS1A inhibition: 1%; VEEV TC-83 Vero: 0.3%; Salmonella PhoP GFP: 4%; tuberculosis growth: -9%

Results for Cc1nc2ccccc2c2oc(C(=O)N3CCCC(C)C3)cc12 (configuration not stated) ?
M. tuberculosis HTS: 5%; H1N1 NS1A inhibition: -2%; VEEV TC-83 Vero: inactive; Salmonella PhoP GFP: 0%; tuberculosis growth: 46%

Results for O=C(Cc1ccccc1)Nc1ccc(NC(=O)c2cccs2)c(Cl)c1 ?
M. tuberculosis HTS: 5%; H1N1 NS1A inhibition: 8%; VEEV TC-83 Vero: 0.8%; Salmonella PhoP GFP: -10%; tuberculosis growth: -11%

What do the screens show for `N#Cc1ccc(-c2ccc(OCC(=O)NN=Cc3ccncc3)cc2)cc1`?
M. tuberculosis HTS: 54%; H1N1 NS1A inhibition: 4%; VEEV TC-83 Vero: inactive; tuberculosis growth: 74%
